RAD54 inh – inhibitors of human RAD54 branch migration, primary screen, biochemical, fluorescence, single point; RAD54 Holliday junction branch migration, FAM/BHQ fluorescence; inhibition, % at 10.4 µM; hit rate 0.14% among 360,000; AID 602329, 2012;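 active = mean normalized replicate activity at least 40 and at least half of replicates scoring 40 or more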;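 also: 0% = median of neutral control wells and 100% = median of positive control wells; inhibitors cause a drop in the FAM fluorescence signal; in these data hits start at about 50%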
Target sequence (Q92698 whole entry, looked up): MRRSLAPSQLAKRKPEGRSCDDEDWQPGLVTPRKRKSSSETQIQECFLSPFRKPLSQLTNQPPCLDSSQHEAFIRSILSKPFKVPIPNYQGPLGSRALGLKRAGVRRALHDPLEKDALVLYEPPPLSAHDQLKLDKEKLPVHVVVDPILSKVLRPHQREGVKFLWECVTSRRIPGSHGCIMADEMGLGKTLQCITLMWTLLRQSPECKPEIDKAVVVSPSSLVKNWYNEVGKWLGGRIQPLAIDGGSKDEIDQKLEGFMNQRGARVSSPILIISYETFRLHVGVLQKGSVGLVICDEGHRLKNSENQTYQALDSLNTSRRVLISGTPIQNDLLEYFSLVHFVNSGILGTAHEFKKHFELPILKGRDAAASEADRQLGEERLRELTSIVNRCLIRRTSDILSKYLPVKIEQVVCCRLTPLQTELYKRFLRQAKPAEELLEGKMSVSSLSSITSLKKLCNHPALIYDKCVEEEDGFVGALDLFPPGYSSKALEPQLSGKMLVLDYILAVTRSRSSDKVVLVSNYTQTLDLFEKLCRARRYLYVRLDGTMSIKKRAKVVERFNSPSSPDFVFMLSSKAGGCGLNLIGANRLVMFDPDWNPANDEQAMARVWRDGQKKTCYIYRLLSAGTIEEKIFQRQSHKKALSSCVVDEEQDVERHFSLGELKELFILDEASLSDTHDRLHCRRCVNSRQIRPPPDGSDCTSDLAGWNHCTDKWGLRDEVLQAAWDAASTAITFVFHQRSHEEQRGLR
esBAF inh – Bmi1 luciferase reporter increase in mESCs, primary screen, esBAF inhibitor project, mouse ES cells, Bmi1 luciferase knock-in, single point; 24 h; 100% = twice the neutral-well signal; reporter increase, % at 12.5 µM; hit rate 2% among 350,000; in the data active = activation above about 40%;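 also: 0% = median of the plate's neutral control wells and 100% = double that signal; a rise in the Bmi1 reporter signal indicates esBAF inhibition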
Starred values were filed as active, the others as inactive.

SMILES	RAD54 inh	esBAF inh
CCSCCOC(=O)C1=C(C)NC2=C(C(=O)CCC2)C1c1coc2ccccc2c1=O (centres undefined)	0	-1
Cc1cc(SCC(=O)N/N=C/c2ccc(O)c(O)c2O)c(C)cc1Br	-3	-23
O=C(Nc1c(-c2ccccc2)nc2ccccn12)c1cccs1	0	-4
CCOC(=O)C1=C(C)NC(=O)C(C(N)=O)C12CCCCC2 (centres undefined)	-2	-4
COc1ccc(S(=O)(=O)Nc2ccc(N(C)C(C)=O)cc2)cc1	4	-2
CCOC(=O)c1cc2ccc3ccccc3c2s1	3	75*
Cc1ccc2nc(-c3ccc4c(c3)OCCO4)cc(C(=O)O)c2c1	9	8
CCSc1n[nH]c(=O)[nH]c1=O	-5	-5
CCOC(=O)c1sc2nc(SCC#N)n(CCCN3CCCC3=O)c(=O)c2c1C	-12	6
CN(C)CCC(C(=O)c1ccccc1)c1ccccn1 (centres undefined)	5	3
O=C(NCc1cn2ccsc2n1)Nc1cccc(Cl)c1	0	28
Cc1oc2ccc(O)cc2c1C(=O)OC(C)C	-12	11
O=C(COC(=O)C1(c2ccccc2)CC1)N1CCN(c2ccc(F)cc2)CC1	-13	3
O=C(NCc1cccs1)C1CCN(c2nc3ccccc3o2)CC1	0	-4
O=C(NCc1ccco1)c1ccccc1-c1ccc(C(F)(F)F)cc1	-5	0
Cc1c(NC(=O)C(C)Sc2ccccc2)c(=O)n(-c2ccccc2)n1C (centres undefined)	-7	4
O=C(Nc1ccccc1)N1C2CCC1CC(O)(c1cccnc1)C2 (centres undefined)	3	-2
COC(=O)c1nnn(-c2ccccc2)c1N	-4	2
Cc1ccc(NC(=O)C(C)N2C(=O)C3CC=C(Cl)CC3C2=O)cc1 (centres undefined)	-2	0
O=C(NCc1ccccc1)c1cccc(NC(=O)c2ccco2)c1	-4	6
CN(C(=O)CC(NC(=O)c1ccccc1)(c1ccccc1)c1ccccc1)c1ccccc1	-4	1
CC(=O)OCCNc1cc(SCc2ccco2)c2nonc2c1[N+](=O)[O-]	-7	1
C=CCn1c(SCc2csc(C)n2)nc2sc3c(c2c1=O)CCCCC3	-4	-8
COC(=O)c1cc(Br)c(=O)n(Cc2ccncc2)c1	2	-1
COCC(=O)N/N=C/c1ccc(Sc2nc3ccccc3s2)o1	-40	8
SMILES	RAD54 inh	esBAF inh
CCOC(=O)c1sc(NC(=O)c2ccc(S(=O)(=O)N(C)C)cc2)cc1C	-5	-6
Cc1cccc(C)c1-n1c(C)cc(/C=C2\NC(=O)NC2=O)c1C	-16	7
CC(C)NC(=O)C(=O)NCCN1CCN(S(=O)(=O)c2ccc(Cl)cc2)CC1	9	4
Cc1nn(C)c(C(=O)N2CCc3ccccc32)c1Cl	-9	3
O=C(NCC(c1cccnc1)N1CCN(c2ccccc2F)CC1)c1cccc(Cl)c1 (centres undefined)	-5	-45
CC1CCN(C(=O)C2CCN(C(=O)c3cc4sccc4n3Cc3ccc(F)cc3)CC2)CC1	2	5
COC(=O)c1cc(Br)c(=O)n(-c2nccs2)c1	-1	-8
Cc1ccccc1OC(=O)C1C(c2ccccc2)C(C(=O)O)C1c1ccccc1 (centres undefined)	5	-2
COc1ccc(-n2nc(C(=O)O)c3ccccc3c2=O)cc1	-3	8
Cc1oc(-c2ccc(Cl)cc2)[n+]([O-])c1C	-7	-6
CCC(=O)NC(Nc1sc2c(c1C(=O)OC)CCCC2)(C(F)(F)F)C(F)(F)F	-9	-13
COc1cc(/C=C(\C#N)C(=O)NCC2CCCO2)c([N+](=O)[O-])cc1OC (centres undefined)	-5	-9
Clc1ccccc1-c1nn2c(-c3ccccn3)nnc2s1	2	22
Cc1ccc(S(=O)(=O)NCC(=O)OCC(=O)c2ccc(Br)s2)cc1	-1	-10
O=S1(=O)CCC(NCC2CCCO2)C1 (centres undefined)	-12	-9
O=C(c1ccccc1)N1CCCOC1c1ccccc1 (centres undefined)	-2	-10
CC[n+]1c(/C=C2\C=C(C)CC(C)C2)sc2ccccc21 (centres undefined)	-9	5
Cc1ccc(C2=NNC(=O)C(c3ccc(Cl)cc3)C2)cc1 (centres undefined)	4	-4
O=C(c1cc2c(=O)oc3ccccc3c2s1)N1CCOCC1	-3	22
NC(=O)c1sc2nc3c(c(-c4ccc(Cl)cc4)c2c1N)CCCC3	20	-17
COCC(=O)Nc1ccc(S(=O)(=O)Nc2cc(C)nc(C)n2)cc1	-3	-8
COc1ccc(C(NC(=O)/C=C\c2ccco2)c2ccc(OC)c(OC)c2)cc1 (centres undefined)	5	-11
CCOC(=O)N1CCN(C(=O)c2ccc3c(c2)sc2nc(-c4ccccc4)cn23)CC1	8	79*
CN(C)/C=C1/N=C(c2ccccc2)OC1=O	2	15
CN1CCN(C2=C(Cl)C(=O)N(c3cccc(Cl)c3)C2=O)CC1	3	5
SMILES	RAD54 inh	esBAF inh
Cc1ccccc1C(=O)N1CCC(C(=O)O)CC1	1	-4
CCOC(=O)N1CC=C2C(C#N)=C(N)C(C#N)(C#N)[C@H](c3ccccc3OCC)[C@H]2C1	-17	-9
O=C1C2C3CC(C(Br)C3Br)C2C(=O)N1c1ccccn1 (centres undefined)	4	-5
COc1ccc(Nc2nccc3c2nnn3C)cc1	4	3
CC(C)CCNC(=O)C1CCCN1C(=O)NC1CCCCC1 (centres undefined)	6	-5
N#Cc1nc(COc2ccc(Br)cc2)oc1NCCCn1ccnc1	-4	-3
OC(Cn1cncn1)(c1ccccc1)c1ccccc1	5	1
CNC(=O)CCC(=O)Nc1ccc(C(=O)OC)cc1	-7	2
N#CCn1c(C2CCCCC2)nc2ccccc2c1=O	2	-1
N#CC(C#SN)=C1CCCCC1	-8	-11
Cc1ccc(S(=O)(=O)CC(=O)NC2CC2)cc1	-7	-1
O=C(Cn1[nH]c(=O)c2ccccc2c1=O)Nc1cccc(-c2nnc3n2CCCCC3)c1	-13	-12
CC1(C)Cc2noc(N)c2C(C)(C)N1OC(=O)c1scc2c1OCCO2	2	-4
O=C(NCc1cccnc1)c1cccc(C(F)(F)F)c1	14	8
O=C(NC1CCCC1)C(c1ccccn1)N(C(=O)c1csnn1)C1CC1 (centres undefined)	2	-6
Cc1cccc(OCCCC(=O)NC(C)C)c1	-10	4
O=C(CN1CCN(CCC(=O)Nc2ccccc2F)CC1)Nc1ccc(Cl)cc1	0	7
O=C(CCn1cccc1)NCCc1ccc(Cl)cc1	1	10
O=C(Nn1cnnc1)c1ccccc1-c1ccccc1	-5	-6
O=C(Nc1nnc(COc2ccccc2)s1)c1ccco1	3	-9
CC(OC(=O)C1=COCCO1)C(=O)Nc1ccc(Oc2ccccc2)cc1 (centres undefined)	-8	-4
CCOC(=O)c1[nH]c(C)c(C(=O)N(C)Cc2ccccc2)c1C	-3	7
COc1ccc(N2CCN(C(=O)Cc3nn(C)c(=O)c4ccccc34)CC2)cc1	-3	-5
CCOc1ccccc1N(CC(=O)Nc1ccc(C)cc1)S(C)(=O)=O	13	-9
CCN(CC)CCNC(CC(=O)Nc1ccc(Cl)cc1Cl)C(=O)O (centres undefined)	-10	0
SMILES	RAD54 inh	esBAF inh
c1ccc2c(-n3cccn3)cccc2c1	1	71*
Cc1oc(-c2ccc(Cl)cc2)nc1CN1CCC(C(=O)NCc2cccnc2)CC1	2	5
Cc1ccccc1C(=O)NC1CC(C)(C)NC(C)(C)C1	-5	2
Cc1cc2cc(CNC(=O)CC(C)C)ccc2n1C	-1	-2
O=C(CSc1nc2c(sc3ccccc32)c(=O)n1Cc1ccco1)NCC1CCCO1 (centres undefined)	3	4
CCNC(=O)CN(c1ccc(Cl)cc1)S(=O)(=O)c1ccccc1	5	-9
COc1ccc(CC(=O)OCC(=O)Nc2c(C)n(C)n(-c3ccccc3)c2=O)cc1	6	-6
CCOC(=O)c1nnc(-c2ccccc2)nc1NCc1ccc(Cl)cc1	4	-5
O=C(Nc1nc2ccccc2n1CCN1CCCCC1)c1ccco1	-8	0
CCN(CC)S(=O)(=O)c1cccc(-c2nnc(SCC(=O)c3cc(C)n(C)c3C)o2)c1	-16	-21
COc1cccc(Cn2c(=S)[nH]c3ccc(N4CCOCC4)cc3c2=O)c1	4	30
COc1nnc(OC)c2ccccc12	-2	-3
COCCCNC(=S)NC1CC2CCCC(C1)N2Cc1ccco1 (centres undefined)	-2	1
Cc1ccc(NC(=O)c2cc(-c3cccs3)on2)cc1	6	31
O=C(O)C1CCCCC1C(=O)OCCCCOC(=O)C1CCCCC1C(=O)O (centres undefined)	-3	-4
Cc1cnc(NC(=O)CSc2ncn(-c3ccccc3)n2)s1	2	6
O=C(Nc1ccc2c(c1)C(=O)N(C1CCCCC1)C2=O)C1CCCO1 (centres undefined)	-1	4
CCCCn1c(SCC(=O)N2CCC(C(=O)OCC)CC2)nc2cc(S(N)(=O)=O)ccc21	7	-4
Cn1ccnc1SC(=O)N1c2ccccc2Sc2ccccc21	-2	-3
CCCC1(C(=O)OCC)NC(c2ccc(OC)cc2OC)C2C(=O)N(c3ccc4c(c3)OCCO4)C(=O)C21 (centres undefined)	-5	-2
CN(C)S(=O)(=O)c1ccc(N2CCCC2)c(C(=O)Nc2ccc(N3CCOCC3)cc2)c1	1	3
COc1cc(NS(=O)(=O)c2ccc(NC(=O)COc3ccccc3C)cc2)nc(OC)n1	-6	3
Cc1nc2cc(-c3cccc(F)c3)nn2c(N2CCN(C(=O)c3ccco3)CC2)c1C	9	43*
O=C(O)c1cccc(N/N=C/c2sc(N3CCOCC3)nc2-c2ccccc2)c1	2	48*
CCOC(=O)c1ccc(Cn2cnc3ccccc3c2=O)cc1	0	11
SMILES	RAD54 inh	esBAF inh
CC1(C)CC(=O)C2=C(C1)Nc1[nH]n(-c3ccccc3)c(=O)c1C2c1ccc2c(c1)OCO2 (centres undefined)	-4	5
CCOC(=O)c1[nH]c(=O)c2ccccc2c1O	-3	3
CCOC(=O)c1cnn2c(N)c(C#N)nnc12	-1	-25
Cc1ccc(NC(=O)c2cc(S(=O)(=O)N3CCOCC3)ccc2F)c(C)c1	0	16
O=C(CN1C(=O)COc2ccccc21)N1CCc2ccccc2C1	7	-3
COCCn1c(Cc2ccccc2)nnc1SCC(=O)NC(C)C	-4	-7
O=C(O)c1nc(-c2ccccc2)n(-c2ccc(Cl)cc2)n1	-1	-2
Cc1ccc(C(=O)N/C(=C\c2ccc([N+](=O)[O-])cc2)C(=O)NCCc2ccccc2)cc1	-14	-1
Cc1cc(C)c2c(=O)[nH]c(SCC(=O)Nc3ccccc3)nc2n1	-1	-4
O=C(CCCn1c(=O)[nH]c2cc(Cl)ccc2c1=O)NCC1CCCO1 (centres undefined)	-3	-5
Cn1c(=O)c2c(nc(-n3ccnc3)n2C)n(C)c1=O	-11	-4
FC(F)(F)c1cc(Sc2ccccc2)nc(-c2ccccn2)n1	3	6
CCCn1c(-c2ccc(OC)cc2)nc2c(=O)n(C)c(=O)[nH]c21	0	3
O=C(NCC12CC3CC(CC(C3)C1)C2)c1nn2cccnc2c1Cl	-4	8
CCS(=O)(=O)Nc1ccc(C(=O)OC)cc1	0	-3
Cc1ccc(-c2cc(-c3cccc(F)c3)n[nH]2)c(O)c1	1	56*
CCN(CC)C(=O)CSc1nc2ccccc2c(=O)n1CCC(=O)NCc1ccc(F)cc1	2	-3
CCOc1ccc(Cl)cc1CNCCNCC(C)O (centres undefined)	-9	6
Cc1noc(C)c1COC(=O)CCc1nc2ccccc2c(=O)[nH]1	-1	-6

These rows are one share of the data. The share of hits here may be higher or lower than overall.
